Source: PubChem (Fisher Drug Discovery Resource Center)
NPYLR7 ag – activates Aedes aegypti NPYLR7 receptor. AID 1259423. HEK293T NPYLR7/Galpha15, GCaMP6s calcium fluorescence. actives 0.15% (n = 270,000). activation, % at 10 µM; in the data active = activation above about 40%;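 also: 0% = vehicle and 100% = reference agonist at the receptor; some compounds past the cut are filed as inactive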
mcGAS lum – mouse cGAS inhibition by luminescence. inhibition, % at 12.5 µM. actives 0.15% (n = 160,000). Q8C6L5. recombinant cGAS, Kinase-Glo ATP depletion luminescence;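 also: 0% = negative control wells and 100% = reference inhibitor with no enzyme activity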
hcGAS inh – inhibitors of human cGAS. Q8N884. recombinant h-cGAS, ATP depletion, Kinase-Glo luminescence. inhibition, % at 12.5 µM. actives 0.081% (n = 290,000);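 also: 0% = vehicle reaction and 100% = reaction without DNA for no activity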
Target sequence (Q8N884 whole entry, looked up): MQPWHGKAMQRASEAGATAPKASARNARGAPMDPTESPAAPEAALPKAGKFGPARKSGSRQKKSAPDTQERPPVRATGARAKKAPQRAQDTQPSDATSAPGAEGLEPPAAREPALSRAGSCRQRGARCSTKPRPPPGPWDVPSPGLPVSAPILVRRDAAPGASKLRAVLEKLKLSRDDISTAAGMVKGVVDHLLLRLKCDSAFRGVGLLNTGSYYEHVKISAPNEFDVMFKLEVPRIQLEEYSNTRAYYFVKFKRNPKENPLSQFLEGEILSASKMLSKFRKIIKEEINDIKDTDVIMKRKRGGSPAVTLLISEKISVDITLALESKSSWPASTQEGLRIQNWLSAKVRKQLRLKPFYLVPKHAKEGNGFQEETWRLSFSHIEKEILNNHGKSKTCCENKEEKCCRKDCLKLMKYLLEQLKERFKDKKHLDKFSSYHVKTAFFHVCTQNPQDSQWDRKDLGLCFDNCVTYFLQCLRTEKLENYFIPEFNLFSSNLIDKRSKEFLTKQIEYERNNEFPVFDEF
* = called active by the depositor; / = no result given; & = joins results of further samples. Rule as the data show it, unless noted: active = inhibition above about 40%; inactive = the rest. Rows were taken by chance. About 0.29% of those tested had a hit in this group.

SMILES | NPYLR7 ag | mcGAS lum | hcGAS inh
CCOCCCNc1nc2c(c(=O)[nH]c(=O)n2C)n1Cc1cccc(C)c1 | 5 | / | -4
O=c1[nH]c(=O)n(Cc2ccccc2)c2nccc(-c3ccc4c(c3)OCO4)c12 | 0 | / | -6
CCc1ccc(NC(=O)CSc2ccc3nnc(-c4ccc(OC)c(OC)c4)n3n2)cc1 | 11 | -7 | -5
O=C(NCCN1CCS(=O)(=O)CC1)c1ccccc1Oc1ccccc1 | -12 | / | 4
Cc1noc(C)c1Cn1c(C)c(C(=O)NCc2ccco2)sc1=O | 10 | / | -5
CCn1c(SCc2nnc(-c3cc4c(s3)CCCC4)o2)nnc1-c1ccco1 | -2 | -3 | -8
CC1(C)N=C(c2ccc(Cl)cc2Cl)C(=S)N1 | -2 | / | -5
CNC(=O)C(CC(C)C)NS(=O)(=O)c1c(C)cc(C(C)(C)C)cc1C (centres undefined) | 6 | -17 | -7
COC(=O)[C@@H]1C[C@@H](OCc2ccccc2)CN1C(=O)c1sc(C2COc3ccccc3O2)nc1C (some centres undefined) | -1 | / | -1
COc1ccc(-c2ccnc(SCc3csc(Cc4ccc(F)cc4Cl)n3)n2)cc1 | 4 | -8 | -7
O=C(c1nn(Cc2ccccc2)c(=O)c2ccccc12)N1CCC(C(=O)N2CCOCC2)CC1 | 6 | / | -6
Cc1nc(Cc2ccc(N)cc2)n[nH]1 | 0 | -5 | -7
C=CCN(CC(=O)N(CCc1ccccc1)Cc1ccc(C)o1)C(=O)NCC | 3 | 2 | 4
O=S(=O)(c1ccccc1F)N1CCN(C(c2ccccc2)c2ccccc2)CC1 | -3 | -3 | -4
COc1ccc(S(=O)(=O)N2CC(C(=O)N(C)C(C)C)C(c3cccc(OC)c3)C2)cc1 (centres undefined) | / | -5 | -5

Single records, from the list above. Screens in order: NPYLR7 ag	mcGAS lum	hcGAS inh
O=C(NCCN1CCS(=O)(=O)CC1)c1ccccc1Oc1ccccc1 is entered as -12	/	4
CC1(C)N=C(c2ccc(Cl)cc2Cl)C(=S)N1 is entered as -2	/	-5
CCc1ccc(NC(=O)CSc2ccc3nnc(-c4ccc(OC)c(OC)c4)n3n2)cc1 is entered as 11	-7	-5
O=S(=O)(c1ccccc1F)N1CCN(C(c2ccccc2)c2ccccc2)CC1 is entered as -3	-3	-4
Cc1noc(C)c1Cn1c(C)c(C(=O)NCc2ccco2)sc1=O is entered as 10	/	-5

More compounds follow:
SMILES | NPYLR7 ag | mcGAS lum | hcGAS inh
CCN(CC)c1onc(-c2ccccc2)c1CN(CCN(C)C)C(=O)COC | 9 | -5 | -3
COc1cc(C=CC(=O)NCCc2ccc3c(c2)OCCO3)cc(OC)c1OC | -5 | / | -3
Cc1cc(-c2csc(N)n2)c(C)n1C1CC1 | 1 | / | -5
CCC1(O)CCCN(C(=O)c2ccc(OCC(=O)N3CCCCC3)cc2)C1 (centres undefined) | 12 | / | -4
Cc1nc2n(n1)C(=O)C(C(c1cccc(F)c1)N1CCN(CCO)CC1)S2 (centres undefined) | 3 | / | -9
CCOC(=O)CSc1nnc(NC(=O)c2ccc(Cl)cc2Cl)s1 | 26 | -9 | -10
COc1ccccc1OCC1CN(C(=O)c2ccc(C(F)(F)F)nc2)CCO1 (centres undefined) | 4 | -7 | -6
COc1ccc(-c2nc3ccccc3c(=O)n2Cc2ccc(F)cc2)c2ccccc12 | 2 | -6 | -6
Cc1ccc(-c2cc(C(=O)NCCc3ccc4c(c3)OCO4)n[nH]2)s1 | 3 | / | -5
Cc1csc(-c2ccc(NC(=O)c3ccn(C)c(=O)c3)cc2)n1 | 9 | / | -1
Cc1ccc(OC2(C(=O)NCCCC3CCOC3)CCNCC2)cc1 (centres undefined) | 1 | -13 | -3
C=CCNC(=O)N1CCN(C(C(=O)N2CCCC2)C2CCCC2)CC1 (centres undefined) | -9 | -6 | -5
Cc1ccccc1CN(C)Cn1nc(CN2CCCCCC2=O)oc1=S | 6 | / | -7
CC(O)(c1cccnc1)c1nc(-c2cccc(F)c2)cs1 (centres undefined) | 7 | / | -11
CCc1nn(CC)c(=O)c2cc(S(=O)(=O)N3CCN(C4CCCCC4)CC3)cn12 | / | -5 | -12
CCc1cc(N2CCN(c3ccccc3F)CC2)nc(SCc2cccc(C(=O)O)c2)n1 | 8 | -3 | 0
CCn1c(O)c(N=NCc2ccccc2)c2ccccc21 | 4 | / | 6
CNC(=O)[C@@]1(OCc2ccccc2F)CC(OCc2ccc(C#N)cc2)[C@@H]2OC(C)(C)O[C@@H]2C1 (some centres undefined) | 6 | -7 | -4
C/C=C/C(=O)N1CCc2ccccc2C1c1ccccc1Cl (centres undefined) | -7 | -8 | -6
CCC(C)N(Cc1cccc(OS(=O)(=O)C(C)C)c1)C(=O)c1cccs1 (centres undefined) | -6 | -3 | 1
COCCN(CC(=O)N1CC(=O)N(c2cccc(Cl)c2)C1)C(=O)CCC1CCCC1 | -4 | -3 | -6
COCCOC(=NCCc1ccc(OC)c(OC)c1)NC(=O)c1cccs1 | 18 | -5 | -4
CC(C)(C)OC(=O)Cn1cc(CO)nn1 | 5 | -16 | -6
CC1CCCCN1CCCNC(=O)c1ccc(S(=O)(=O)N2CCCC2)s1 (centres undefined) | / | -4 | -5
Cc1nc(C)c(Cc2cccc(C(F)(F)F)c2)c(N2CCN(C(=O)Nc3ccccc3F)CC2)n1 | 17 | -5 | -4
COc1ccccc1N(C)S(=O)(=O)c1cc(C(=O)O)cc2c1CCC2 | 14 | -15 | -10
COc1ccc(CCNC(=O)c2ccccc2N2CCC(NC(=O)c3ccco3)CC2)cc1OC | -5 | 78* | -3
COc1cc(C=C2C(=O)c3ccccc3C2=O)ccc1O | -1 | / | -17
COc1cccc(NC(=O)N[C@H]2CCN(C(=O)C=C(C)C)[C@@H]2C(=O)N[C@H](Cc2ccccc2)C(N)=O)c1 | -11 | -3 | -2
Cc1nc(C(F)(F)F)ccc1C(=O)Nc1ccc(-c2cccc(-c3ccc4c(c3)OCCO4)n2)cc1 | 11 | -3 | -2
O=C(NCCN1CCCCC1)c1cc2n(n1)CCN(Cc1c(F)cccc1Cl)C2=O | 1 | -5 | -7
COC(=O)C1(NS(=O)(=O)N(C)C)CCCCC1 | 9 | / | -5
COc1cccc(CO[C@]2(C(=O)NCC(C)C)CC(OCc3ccc(C(F)(F)F)cc3)[C@H](O)[C@H](O)C2)c1 (some centres undefined) | 5 | -4 | -1
CN(Cc1cn[nH]c1-c1ccc(F)cc1)C(=O)c1ccc2cc[nH]c2c1 | 19 | -12 | -4
O=C(CCl)Nc1c(Br)cc([N+](=O)[O-])cc1Br | 0 | / | -10
CCc1nc2ccc(C(=O)NCc3ccc4c(c3)OCO4)cn2c1N(C)CCN1CCOCC1 | 18 | -3 | -8
Cc1csc(SCC(=O)N2Cc3cnc(CC(C)C)nc3C2)n1 | / | -9 | -10
NCCCN(c1ccccc1)c1ncccn1 | -1 | / | 4
CC(=O)c1cccc(CN2CCCC(Nc3ccc(F)c(F)c3)C2)c1 (centres undefined) | 16 | / | -9
O=C(c1ccc(-n2cccn2)cc1)N1CCN(S(=O)(=O)c2ccc(F)cc2F)CC1 | -1 | / | -10
CN(C)c1ccc(C(CNC(=O)CC(C)(C)C)N2CCc3ccccc32)cc1 (centres undefined) | -3 | / | -10
CC(C)c1ccc(S(=O)(=O)NCc2ccco2)cc1 | 0 | / | -4
Cc1ccc(-c2nn3c(C)nnc3c3ccccc23)cc1S(=O)(=O)N1CCOCC1 | -17 | / | -4
CC1CCC(N(C)c2nc(C(F)(F)F)nc3ccccc23)CC1 (centres undefined) | 16&8 | -5 | -7&0
CCc1c(O)nc2n(c1=O)CCS2 | -1 | / | -4
CCCN(Cc1ccc(C)cc1)C(=O)CSc1nc(N)c(C#N)cc1C#N | 4 | / | -5
COCCN(CC(=O)N(Cc1ccco1)Cc1cccn1C)C(=O)c1ccc(Br)cc1 | / | 2 | 2
O=S(=O)(NCc1cn2ccccc2n1)c1ccc(Cl)s1 | 3 | / | -5
O=C1CC(c2cccc(F)c2)N(CCCc2ccccc2)CCN1 (centres undefined) | 12 | / | -4
COc1ccc(COC(=O)C2=C(C)NC(=O)NC2c2ccc(OC)c(OC)c2)cc1 (centres undefined) | -2 | / | 0
O=C1CCC(C(=O)NC2CC2c2ccccc2)N1 (centres undefined) | -19 | / | -1
CCOc1c(Br)cc(Cl)cc1NC(=O)c1ccoc1 | -3 | / | 3
CC1CN(C(=O)CCN2CCc3sccc3C2c2ccccc2)CCN1C(=O)CCl (centres undefined) | 6 | -8 | -8
C=CCCC(O)(CCC=C)c1ccc(CN(Cc2ccc(OC)cc2)CC2CCCO2)o1 (centres undefined) | -8 | -4 | -3
OC(Cc1ccccc1)CN(Cc1ccccc1)Cc1ccccc1 (centres undefined) | 27 | -5 | -4
COCCCn1c(C(=O)NCCc2ccccc2)cc2c(=O)n(C)c(=O)n(C)c21 | 2 | -9 | -4
CCOc1ccc(C(=O)Nc2cc(C(C)(C)C)nn2-c2ccc(Br)cc2)cc1 | 27 | -6 | -3
Cc1nn(CC(C)C)c(C)c1CC(=O)N(C)CCN1CCCC1=O | 0 | / | -13
O=C(c1cc2ccccc2s1)N1CCN(CC(OCc2ccc(C(F)(F)F)cc2)c2ccc(Cl)cc2)CC1 (centres undefined) | / | -5 | 0
CCc1ocnc1C(=O)Nc1nc2ccc(Br)cn2n1 | 13 | 1 | 4

Quoted from the listing.
Under hcGAS inh, COCCN(CC(=O)N(Cc1ccco1)Cc1cccn1C)C(=O)c1ccc(Br)cc1 is entered as 2
Under hcGAS inh, COCCCn1c(C(=O)NCCc2ccccc2)cc2c(=O)n(C)c(=O)n(C)c21 is entered as -4
Under hcGAS inh, COc1ccc(COC(=O)C2=C(C)NC(=O)NC2c2ccc(OC)c(OC)c2)cc1 (centres undefined) is entered as 0
Under NPYLR7 ag, OC(Cc1ccccc1)CN(Cc1ccccc1)Cc1ccccc1 (centres undefined) is entered as 27

Returning to the listing with the 4 entries that preceded the break.
SMILES | NPYLR7 ag | mcGAS lum | hcGAS inh
CCOc1ccc(C(=O)Nc2cc(C(C)(C)C)nn2-c2ccc(Br)cc2)cc1 | 27 | -6 | -3
Cc1nn(CC(C)C)c(C)c1CC(=O)N(C)CCN1CCCC1=O | 0 | / | -13
O=C(c1cc2ccccc2s1)N1CCN(CC(OCc2ccc(C(F)(F)F)cc2)c2ccc(Cl)cc2)CC1 (centres undefined) | / | -5 | 0
CCc1ocnc1C(=O)Nc1nc2ccc(Br)cn2n1 | 13 | 1 | 4
CN(C)CC1(O)CCCN(C(=O)COc2cccc(F)c2)CC1 (centres undefined) | 8 | / | -6
COc1cc(S(=O)(=O)n2ccc(C)n2)c(C)cc1C | -10 | -6 | -5
CN1CCc2nc(NC3=NCCCCC3)sc2C1 | -2 | / | -4
COCCCN(CC(=O)N(CCc1ccccc1)Cc1ccc(C)o1)Cc1ccc(Cl)cc1Cl | 0 | -2 | -1
O=C(Nc1ccc(Cl)c(C(F)(F)F)c1)NC1CCc2[nH]c3ccccc3c2C1 (centres undefined) | -11 | -3 | -6
COc1cc(CN(C)C(=O)c2c(C)noc2-c2ccccc2Cl)cc(OC)c1OC | 0 | 2 | -2
COc1cn(CC(=O)Nc2cc(C)cc(C)c2)c(CSc2nc(C)cc(C)n2)cc1=O | -5 | -8 | -9
Cc1nc2c(C(N)=O)ncn2c(C)c1CCC(=O)O | 1 | -16 | -8
CC1=CC(=O)C=C(C)C1=NOS(=O)(=O)c1ccc(Cl)cc1 | 1 | / | -1
CC(C)(C)c1ccc(-c2ccnc(N3CCN(C(=O)c4ccc5c(c4)OCO5)CC3)n2)cc1 | 5 | -10 | -11
CN(Cc1nnc2ccccn12)C(=O)Nc1cccc(C(F)(F)F)c1 | 14 | / | -9
C=CCn1c(N2CCN(Cc3cccc4ccccc34)CC2)nc2c1c(=O)[nH]c(=O)n2C | -7 | -3 | -5
COC(=O)N1CCCC1C(=O)Nc1ccc(-n2ccnc2C)c(F)c1 (centres undefined) | 1 | / | -5
Nc1nonc1-c1noc(-c2ccc([N+](=O)[O-])cc2)n1 | -9 | -6 | -2
COc1ccc(C2CCCN2C(=O)Nc2cccc3cccnc23)cc1OC (centres undefined) | -2 | / | -9
Cc1cccnc1C(c1ccc(F)cc1)N(C)C(=O)C1CCN(Cc2ccc(Cl)c(Cl)c2)CC1 (centres undefined) | 4 | -2 | -6
CN(C)CCCN(C(=O)COc1ccc(Cl)cc1Cl)c1nc2cc3c(cc2s1)OCO3 | 4 | -3 | 0
CCCn1ncc(C(=O)N2CCn3nc(C(=O)NC4CC4)cc3C2)c1C | -8 | 0 | -1
Cc1cc(C)c(NC(=O)CSc2nc(=O)n(CCCN3CCOCC3)c3c2CCCC3)c(C)c1 | 1 | -7 | -8
COC(=O)CC(=O)N1CCN(C(c2ccccc2)c2ccc(Cl)cc2)CC1 (centres undefined) | -4 | -7 | -6
CCCn1c(SC(C)C(=O)N2CCC(Cc3ccccc3)CC2)n[nH]c1=O (centres undefined) | -4 | / | 0
